# Bioassay records deposited in PubChem by National Center for Advancing Translational Sciences (NCATS).
# GAA inhib = alpha-glucosidase (human) inhibition | Potency, µM (highest dose often 76.9 µM), inactives show at the highest dose activity change, negative = inhibition, most hits filed as inhibitors | actives 0.005% (n = 200,000) | P10253 | purified human GAA, 4-MU-alpha-glucoside fluorescence | AID 1466;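 note: plate controls were uninhibited enzyme wells for no effect and no-enzyme background for full effect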
#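 Endpoint fluorogenic read: 20 min room-temperature reaction of 4 nM human alpha-glucosidase with 400 uM 4-methylumbelliferyl-alpha-D-pyranoside, pH 5.0, quenched with 1M NaOH/1M glycine pH 10. AC50 from Hill modeling.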
# SMN2 splice up = increases expression of the SMN2 splice variant; HEK293 SMN2-luciferase splicing reporter, luminescence, 30-36 h; Potency, µM (highest dose often 46.1 µM), inactives show at the highest dose activity change, positive = activation, hits mostly activators; actives 2.8% (n = 210,000); note: % of control where 0% means no effect; nearly all actives have a fitted effect of over 55% in size
#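 HEK293 cells carry an SMN2 minigene-luciferase reporter in which exon 7 inclusion puts luciferase in frame. Cells were seeded at 2000 cells/well, attached for 10-12 hours, then exposed to compounds for 30-36 hours at 37C before ONE-Glo luminescence.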
# GAA glycogen mod = inhibitors or activators of human alpha-glucosidase glycogen cleavage | P10253 | recombinant GAA, glycogen substrate, Amplex Red glucose oxidase fluorescence | Potency, µM (titrated, usually from 76.4 µM), without a hit: at the top dose activity change, negative = inhibition, most hits filed as inhibitors | actives 0.38% (n = 300,000);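 note: 0% = full enzyme reaction and -100% = no-enzyme basal signal; the screen sought inhibitors and activators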
#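 Recombinant human alpha-glucosidase (4 nM final) hydrolysed bovine liver glycogen (30 ug) for 40 min at 37 C in pH 5.0 citrate/phosphate with 0.01% Tween-20. Released glucose detected by glucose oxidase/Amplex Red, Ex 573/Em 610 nm. Compounds up to 77 uM; AC50 from Hill fits.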
# aGal spleen mod = inhibits or activates alpha-galactosidase in human spleen homogenate. human spleen homogenate, 4MU-alpha-Gal fluorescence, 40 min. Potency, µM (highest dose often 80 µM), without a hit: top-dose activity change, negative = inhibition, most hits filed as inhibitors. AID 2107. actives 0.008% (n = 240,000);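 note: 0% = enzyme with vehicle and -100% = no enzyme basal signal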
#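 Fluorogenic readout (Ex 365/Em 440 nm) of 4-methylumbelliferone released from 1 mM 4-MU-alpha-galactoside by spleen homogenate, 40 min at 37C, pH 5.0. Data normalized to no-enzyme and enzyme controls; Hill-equation AC50 from compound titrations.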
# aGlu spleen mod = inhibitors or activators of human alpha-glucosidase in spleen homogenate | P10253 | human spleen homogenate, 4-MU-alpha-glucoside fluorescence | Potency, µM (top dose mostly 79.9 µM), for inactives: at the highest dose activity change, negative = inhibition, most hits filed as inhibitors | actives 0.006% (n = 240,000);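 note: 0% = enzyme with vehicle and -100% = no enzyme basal signal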
#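 Human spleen homogenate (1 ug) with 4-methylumbelliferyl-alpha-D-glucopyranoside (1 mM final) in 50 mM citrate/phosphate pH 5.0, 0.01% Tween-20; 40 min at 37 C. Stopped at pH 10; 4-MU fluorescence Ex 365/Em 440 nm; AC50 by Hill fit.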
# KDM4E inh = inhibitors of human JMJD2E histone demethylase | JMJD2E catalytic domain, FDH-coupled NADH fluorescence (FDH is formaldehyde dehydrogenase) | B2RXH2 | AID 2147 | actives 1.6% (n = 230,000) | Potency, µM (titrated, usually from 57.1 µM), for the others: at the top dose activity change, negative = inhibition, hits mostly inhibitors; active = well fitted inhibition curve with a large enough effect, not every such curve was filed as active; inconclusive = small, poorly fitted or top-dose-only effect, or another doubt; inactive = no such curve, though single readings can be large or run the other way;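 note: 0% = wells with enzyme and -100% = buffer wells without enzyme; nearly all actives have a fitted effect of over 50% in size; many of its hits are not listed in these tables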
# GoLoco inh red = blocks human Gai1 binding to RGS12 GoLoco peptide, red readout; actives 0.44% (n = 230,000); P63096; Potency, µM (doses to about 61.6 µM), for the others: at the highest dose activity, negative = inhibition, usual class: inhibitors; Gai1:RGS12 GoLoco peptide FP, rhodamine, 10 min; active = well fitted inhibition curve with a large enough effect, not every such curve was filed as active; inactive = no such curve, though single readings can be large or run the other way; note: % is set by controls: 0 for no effect and ±100 for the full control effect; nearly all actives have a fitted effect of over 30% in size; many of its hits are not listed in these tables
# Target sequence (P63096 whole entry, looked up): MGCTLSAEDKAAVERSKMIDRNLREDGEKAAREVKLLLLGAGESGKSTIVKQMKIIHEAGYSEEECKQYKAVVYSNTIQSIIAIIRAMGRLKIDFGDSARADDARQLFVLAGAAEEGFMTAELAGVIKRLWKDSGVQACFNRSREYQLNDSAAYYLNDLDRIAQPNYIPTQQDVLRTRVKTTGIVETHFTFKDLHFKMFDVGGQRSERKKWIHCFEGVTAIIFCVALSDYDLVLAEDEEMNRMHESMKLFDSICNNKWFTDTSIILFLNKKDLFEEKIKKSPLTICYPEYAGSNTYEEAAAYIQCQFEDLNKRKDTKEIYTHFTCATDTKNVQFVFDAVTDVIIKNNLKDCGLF
# ALDH1A1 block = inhibitors of human aldehyde dehydrogenase 1A1; P00352; Purified ALDH1A1, NADH fluorescence, propionaldehyde substrate; Potency, µM (top dose mostly 75.3 µM), for inactives: at the highest dose activity, negative = inhibition, hits mostly inhibitors; actives 7.3% (n = 220,000); active = well fitted inhibition curve with a large enough effect, not every such curve was filed as active; inconclusive = small, poorly fitted or top-dose-only effect, or another doubt; inactive = no such curve, though single readings can be large or run the other way;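 note: plate controls were no enzyme wells and a reference inhibitor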
# Target sequence (P00352 whole entry, looked up): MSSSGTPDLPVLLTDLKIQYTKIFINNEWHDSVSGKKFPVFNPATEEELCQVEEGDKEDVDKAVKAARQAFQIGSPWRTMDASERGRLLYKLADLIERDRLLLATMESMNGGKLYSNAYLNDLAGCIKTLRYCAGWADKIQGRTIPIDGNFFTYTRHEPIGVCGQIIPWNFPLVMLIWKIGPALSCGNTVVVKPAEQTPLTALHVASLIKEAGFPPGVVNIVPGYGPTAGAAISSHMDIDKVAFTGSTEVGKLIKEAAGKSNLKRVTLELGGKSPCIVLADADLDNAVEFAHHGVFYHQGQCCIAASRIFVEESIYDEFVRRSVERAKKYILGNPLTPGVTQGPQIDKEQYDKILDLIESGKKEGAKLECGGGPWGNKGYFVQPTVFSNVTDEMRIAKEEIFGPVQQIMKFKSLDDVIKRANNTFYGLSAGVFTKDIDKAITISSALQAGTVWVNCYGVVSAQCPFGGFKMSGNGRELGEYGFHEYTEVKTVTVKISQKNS
# The depositor's hits bear a star; u = inconclusive; x = not tested or not shown; [ ] = remark or other dose. Unless noted, calls come from the whole dose curve; as a rule, active = well fitted curve in the direction sought with a large enough effect; inconclusive = small, poorly fitted or top-dose-only effect, or another doubt; inactive = no such curve, though single readings can be large; an effect the other way counts as inactive or inconclusive. Potency is the fitted concentration of half-maximal effect. An excerpt. The share of hits here may be higher or lower than overall.
SMILES,GAA inhib,SMN2 splice up,GAA glycogen mod,aGal spleen mod,aGlu spleen mod,KDM4E inh,GoLoco inh red,ALDH1A1 block
COc1ccc(-n2c(O)cnc2Nc2nc(C)cc(C)n2)cc1OC,1%,-12%,-9%,5%,0%,-12%,17%,u
COc1ccc(CC(=O)NNC(=O)CSc2nc(C)c(C)c(=O)[nH]2)cc1,2%,x,-8%,5%,10%,-3%,3%,u
CCOC(=O)C1(CC2CCCCO2)CCN(S(=O)(=O)c2cccc(F)c2)CC1 (stereo not given),8%,x,-17%,8%,4%,-13%,1%,25µM*
Nc1nc(-c2ccccn2)nc(N)c1Cc1ccccc1F,-5%,28%,7%,-2%,4%,7%,4%,19%
NS(=O)(=O)c1cccc(NC(=O)COC(=O)CN2C(=O)C3CC=CCC3C2=O)c1 (stereo not given),-2%,13%,4%,4%,x,-1%,5%,13%
CCCCN(C(=O)COc1ccc(C)cc1OC)c1c(N)n(CCC)c(=O)[nH]c1=O,x,x,1%,0%,-8%,-8%,4%,x
COc1ccc(-n2c(SCC(N)=O)nc3sc4c(c3c2=O)CCC4)cc1,10%,x,7%,-1%,0%,2%,200%[activator],u
O=C(c1ccncc1)N1CCC2(CCCN(c3ccccn3)C2)CC1,x,-25%,x,-2%,-5%,x,11%,u
Cc1ccc(O)c(C(=O)c2cnc3onc(-c4ccc(F)cc4)c3c2)c1,u,-8%,-3%,13%,1%,4%,15%,14µM*
O=C(CCN1CCC(c2cccs2)=N1)c1cccs1,0%,x,u,5%,10%,-8%,4%,3.2µM*
COc1ccc(NS(=O)(=O)c2cc(NC(=O)c3cnccn3)ccc2OC)cc1Br,7%,16%,-1%,-17%,1%,-21%,15%,0%
CC1CN(C(=O)c2ccc(COc3ccc4ccccc4c3)o2)CC(C)O1 (stereo not given),7%,x,14%,0%,1%,-8%,13%,u
O=C(NC(NC1CCS(=O)(=O)C1)C(=O)c1cccs1)c1ccccc1 (stereo not given),4%,-7%,3%,-3%,-5%,0%,6%,-5%
O=C(c1ccc(S(=O)(=O)Cc2cc(F)ccc2F)c([N+](=O)[O-])c1)N1CCCC1,-5%,8%,4%,7%,0%,-9%,1%,8.9µM*
CCOC(=O)/C(C#N)=C(\N)C(C)C(=O)Nc1ccccn1 (stereo not given),-3%,5%,7%,0%,-3%,3%,-5%,5%
Cc1ccc2nc(-c3ccccc3O)c(Nc3ccc4c(c3)OCCO4)n2c1,-7%,-12%,3%,-4%,-4%,u,-3%,u
O=C(Nc1nc(-c2ccc(F)cc2)cs1)c1cnccn1,6%,-9%,5%,-8%,-12%,6%,25%,6%
CCOc1ccc(-n2c(=O)cc(N3CCN(c4ccc(F)cc4)CC3)[nH]c2=O)cc1,u,10%,14%,-14%,-7%,3%,4%,-4%
COc1cc2c(C(=O)N3CCN(Cc4ccc5c(c4)OCO5)CC3)cn(C)c(=O)c2cc1OC,4%,11%,7%,2%,-5%,u,-9%,2.5µM*
O=S1(=O)CC/C(=N\Nc2ccc(F)cc2)c2ccsc21,-6%,-3%,u,-6%,x,-8%,-8%,u
CCn1c2ccccc2c2nnc(SCCCn3c(=O)[nH]c4ccccc43)nc21,-1%,x,-7%,3%,0%,-7%,x,3%
O=C1CC(N2CCC(c3nc4ccccc4[nH]3)CC2)C(=O)N1c1ccccc1F (stereo not given),4%,3%,3%,0%,2%,10%,-5%,10µM*
O=C(CCc1n[nH]c(=O)[nH]c1=O)N1CCCCC1,-1%,17%,3%,2%,10%,4%,-3%,4.5µM*
O=C1NC(=Nc2ccccc2)S/C1=C\C=C\c1ccco1,1%,14µM*,7%,2%,-1%,-3%,122%[activator],14%
COc1ccc(CNC(=O)c2cnc3scc(C)n3c2=O)cc1,u,2%,-6%,13%,-1%,u,9%,u
CCOC(=O)c1c(C)n(CCNC(C)=O)c2ccc(O)cc12,-3%,-10%,u,1%,1%,1%,4%,11%
COC(=O)c1sccc1NC(=O)c1cc(-c2ccc(C)cc2C)nc2ccccc12,2%,-29%,0%,3%,-5%,4%,-8%,u
Cc1ccccc1NC(=O)NCCc1nc2ccccc2[nH]1,-2%,u,2%,-7%,-24%,5%,9%,8%
CCCC(=O)Nc1sc(C)c(C)c1C(=O)Nc1cccc(C)c1,0%,-25%,0%,-20%,-13%,1%,5%,-2%
CCN1C(=O)/C(=c2\sc3nc(=O)c(Cc4ccccc4)nn3c2=O)c2ccccc21,x,x,-8%,1%,-1%,-10%,6%,x

# 2 entries from above, bar-delimited.
mol | GAA inhib | SMN2 splice up | GAA glycogen mod | aGal spleen mod | aGlu spleen mod | KDM4E inh | GoLoco inh red | ALDH1A1 block
COC(=O)c1sccc1NC(=O)c1cc(-c2ccc(C)cc2C)nc2ccccc12 | 2% | -29% | 0% | 3% | -5% | 4% | -8% | u
Cc1ccccc1NC(=O)NCCc1nc2ccccc2[nH]1 | -2% | u | 2% | -7% | -24% | 5% | 9% | 8%

# Single values from the entries so far.
# For GoLoco inh red, COC(=O)c1sccc1NC(=O)c1cc(-c2ccc(C)cc2C)nc2ccccc12 is listed with -8%
# For aGal spleen mod, O=C1CC(N2CCC(c3nc4ccccc4[nH]3)CC2)C(=O)N1c1ccccc1F (stereo not given) is listed with 0%
# For aGlu spleen mod, COc1ccc(CNC(=O)c2cnc3scc(C)n3c2=O)cc1 is listed with -1%

# New compounds follow
SMILES,GAA inhib,SMN2 splice up,GAA glycogen mod,aGal spleen mod,aGlu spleen mod,KDM4E inh,GoLoco inh red,ALDH1A1 block
COc1ccc(CN(Cc2ccc(OC)cc2)C(=O)c2cccs2)cc1,0%,x,-5%,10%,6%,-5%,-19%,8.9µM*
CCOc1cc(NC(=S)NC)c(OCC)cc1NC(=O)c1ccc(OC)cc1,5%,x,-29%,-2%,-2%,1%,9%,-12%
COc1ccc(NC2CC(=O)N(c3ccccc3)C2=O)cc1 (stereo not given),-1%,8%,11%,11%,-3%,-3%,10%,u
Cc1ccc(C2CC(c3cccs3)=NN2C(=O)CSc2nc3ccccc3o2)cc1 (stereo not given),1%,-13%,-1%,15%,9%,5%,8%,5%
CN1CCC(N(C)C(=O)/C(C#N)=C/c2ccc(OC(F)F)cc2)CC1,x,x,-15%,9%,14%,u,7%,x
COc1cc2c3nnc(-c4ccccc4)c-3cn(Cc3ccccc3F)c2cc1OC,8%,-14%,-5%,-4%,2%,3.5µM*,0%,u
Cc1cc(=O)oc(C)c1C(=O)NCCCN1CCN(c2ccccc2F)CC1,-10%,1%,7%,-1%,-3%,u,13%,u
O=C(CNC(=O)c1ccco1)OCC(=O)c1ccc(Cl)cc1,11%,-7%,9%,-3%,-2%,-4%,14%,-3%
CCCN1Cc2cccc(C(=O)Nc3ccc(CC)cc3)c2C1=O,2%,3%,8%,-3%,5%,-12%,4%,21%
Oc1ccccc1NCC(O)Cn1ccc2ccccc21 (stereo not given),-3%,x,u,7%,0%,u,x,14µM*
COc1ccccc1-c1c(C)nn2c(N3CCC4(CC3)OCCO4)cc(C)nc12,-8%,-40%[inhibitor],7%,5%,2%,-4%,-7%,3%
Cn1c(C(=O)NCc2cccnc2)cc2sc(Cl)cc21,-9%,-45%[inhibitor],3%,-3%,-7%,9%,-6%,9%
CCCC(C)NC(=S)NC(=O)c1cc(S(=O)(=O)N2CCOCC2)ccc1C (stereo not given),-1%,-43%[inhibitor],-2%,6%,-5%,15%,13%,-6%
N#Cc1ccc(NC(=S)NC(=O)CCc2ccc(S(=O)(=O)N3CCOCC3)cc2)cc1,-12%,12%,-10%,2%,10%,-12%,9%,16µM*
C[N+]1(C)CC(O)[C@H](C(=O)[O-])C1 (stereo not given in full),x,6%,x,-3%,-9%,5%,4%,-14%
O=C(CCCNS(=O)(=O)c1cccs1)N1CCN(c2cccc(Cl)c2)CC1,-9%,-61%[inhibitor],-12%,1%,-12%,5%,0%,6%
Cc1occc1C(=O)NNC(=O)c1ccc(Br)o1,-4%,17%,19%,3%,7%,3%,6%,7%
NC(=O)Cn1c(=O)oc2ccccc21,3%,-11%,3%,3%,-1%,8%,-2%,7%
Cc1ccccc1NC(=O)C(Cc1ccccc1)n1cccc1 (stereo not given),x,x,0%,2%,-2%,0%,3%,x
CCOC(=O)CN1C(c2ccc(O)cc2)Nc2ccc(Br)cc2C1c1ccccc1 (stereo not given),u,17%,-2%,-20%,-9%,-2%,6%,-14%
CCCC(=O)N(c1ccc2oc(=O)sc2c1)S(=O)(=O)c1cccs1,7%,-12%,-3%,-8%,5%,4%,-8%,-14%
NC(=O)c1cc(C(=O)c2cccc(Cl)c2Cl)c[nH]1,0%,-28%,3%,15%,12%,4%,-2%,u
COC(=O)Nc1nn(Cc2ccccc2F)cc1Br,5%,3%,1%,-4%,-2%,0%,7%,4%
NC(=O)C1CCN(C(=O)CCc2nc3ccccc3c(=O)[nH]2)CC1,-7%,-4%,-16%,-1%,1%,5%,-7%,1%
CCCCCCC(=O)N1C/C=C\C(c2ccc(OC)cc2)N(Cc2ccc(F)cc2)C(=O)[C@H]1Cc1ccccc1 (stereo not given in full),x,x,2%,1%,-1%,-24%,-2%,x
NC(=O)c1oc2ccccc2c1NC(=O)CN1CCCCC1,-7%,-13%,-6%,-1%,-3%,-14%,-2%,-3%
O=C(c1ccncc1)N(Cc1ccccc1)Cc1nc2ccccc2c(=O)[nH]1,-3%,11%,7%,5%,8%,2%,2%,-4%
Cc1cccn2c(=O)c3cc(C(=O)N4COCC4(C)C)n(C)c3nc12,u,-17%,-2%,6%,-8%,u,3%,u
COC(=O)CC1SC(=O)NC1=Nc1ccccc1 (stereo not given),-3%,-3%,-19%,-6%,-3%,6%,1%,11%
CN(C)CCN(C(=O)c1ccc(N2C(=O)CCC2=O)cc1)c1nc2cc3c(cc2s1)OCCO3,0%,x,-5%,0%,2%,-20%,-9%,28µM*
O=[N+]([O-])c1ccc(Nc2nc(NCCO)nc(N3CCCC3)n2)cc1,-14%,30%,23%,-9%,-2%,-2%,-22%,1.6µM*
